Mcl1-Noxa inh – disrupts binding of human Mcl-1 to Noxa peptide | Q07820 | TR-FRET Mcl-1/Noxa peptide binding, 2 h | inhibition, % at 21.7 µM | 220,000 tested, 1.5% active;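 active = compounds that cut the protein-peptide binding signal by more than 50% relative to plate controls in a single-dose test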;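 also: His-tagged Mcl-1 with rhodamine Noxa BH3 peptide and terbium anti-His antibody; 0% = Mcl-1 plus Noxa peptide wells and 100% = peptide-only wells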
Target sequence (Q07820 whole entry, looked up): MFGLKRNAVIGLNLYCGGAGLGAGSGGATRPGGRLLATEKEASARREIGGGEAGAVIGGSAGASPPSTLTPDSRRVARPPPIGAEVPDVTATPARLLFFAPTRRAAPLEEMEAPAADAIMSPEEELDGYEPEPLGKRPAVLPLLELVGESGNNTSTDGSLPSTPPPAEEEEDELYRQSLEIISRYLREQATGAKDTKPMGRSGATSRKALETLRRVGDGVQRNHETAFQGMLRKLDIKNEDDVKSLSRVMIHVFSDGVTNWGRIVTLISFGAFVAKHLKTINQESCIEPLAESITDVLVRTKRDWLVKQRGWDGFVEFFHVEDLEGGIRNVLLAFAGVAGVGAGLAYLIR
Cdc42 wt GTP – human Cdc42 wildtype GTP binding change, either direction. 190,000 tested, 0.2% active. AID 761. P60953. GST-Cdc42 beads, Bodipy-GTP binding, flow cytometry; actives lie on both sides. percent activity (GTP binding), % at 10 µM;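 active = percent activity GTP binding at least 20 points away from the 100% baseline, either down as inhibitor or up as activator; inconclusive = compound flagged as likely green fluorescent from well-wide comparison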;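 also: median bead fluorescence of bound Bodipy-FL-GTP at 100 nM; 0% = excess unlabeled GTP control and 100% = no compound control; below 100% means less GTP binding so inhibitor and above means activator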
Target sequence (P60953 whole entry, looked up): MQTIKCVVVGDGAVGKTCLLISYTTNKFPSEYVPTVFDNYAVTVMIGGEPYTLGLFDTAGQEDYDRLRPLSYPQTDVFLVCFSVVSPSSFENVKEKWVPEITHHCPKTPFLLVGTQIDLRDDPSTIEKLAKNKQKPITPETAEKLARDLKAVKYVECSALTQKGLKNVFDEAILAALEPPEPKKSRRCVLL
Avidin fluor – compound fluoresces at 488/530 nm on avidin beads; compound fluorescence 488/530 nm, flow cytometry; hits give high values; fluorescence (KMESF) at 10 µM; 220,000 tested, 0.38% active; in the data active = fluorescence above about 47; also: inactives centre near 10
GSH fluor – GSH bead compound fluorescence profile | GSH beads flow cytometry, compound fluorescence 488/530 nm; hits give high values | fluorescence (KMESF) at 10 µM | 190,000 tested, 0.25% active; in the data active = fluorescence above about 89;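 also: glutathione beads carrying GST-tagged Bcl family fusion proteins plus one bare bead set; values are compound well signal with DMSO vehicle wells as background; inactives centre near 16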
Rab7 wt GTP bind – dog Rab7 wildtype GTP binding, inhibitors and activators | GTP binding activity (percent of control), % at 10 µM | 190,000 tested, 0.055% active | GST-Rab7 beads, fluorescent GTP binding, flow cytometry; actives lie on both sides; untreated = 100%, excess cold GTP = 0%;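 active = fluorescent GTP binding to Rab7 beads changed by at least 20 points from the 100% baseline, either direction, mostly lower; inconclusive = compound itself probably fluorescent, or too few beads counted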;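 also: median green fluorescence of bound Bodipy-FL-GTP per Rab7 bead population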
Pf gametocyte – kills late stage P. falciparum gametocytes; P. falciparum stage V gametocytes, ATP luminescence, 24 h; inhibition, % at 10.9 µM; 150,000 tested, 0.065% active; AID 743093;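 active = inhibition above the mean plus 3 SD of compounds within the control limits, set per campaign, cut at about 38% in these data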;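 also: 0% = DMSO wells and 100% = medium only without gametocytes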
Mcl1 Bid PPI – Mcl-1/Bid interaction inhibition; Q07820; TR-FRET Mcl-1/Bid-Dy647 peptide binding, 1536-well; inhibition, % at 21.7 µM; 220,000 tested, 0.97% active; AID 1021;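 active = compounds that cut the binding signal by more than half at the single screening dose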;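 also: His-tagged Mcl-1 with europium anti-His antibody binding Bid BH3 peptide; 0% = Mcl-1 plus peptide wells and 100% = peptide-only wells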
HRas wt GTP bind – human HRas wildtype GTP binding, change in either direction | P01112 | GST-Ras wt beads, Bodipy-FL-GTP binding, flow cytometry; actives lie on both sides | GTP binding activity, % at 10 µM | 190,000 tested, 0.14% active | AID 759;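 active = GTP binding activity at least 20% away from the 100% baseline, either lowered as inhibitor or raised as activator; inconclusive = flagged as likely green fluorescent, judged across all proteins in the well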;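 also: 0% = unlabeled GTP competition control and 100% = no-compound control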
Target sequence (P01112 whole entry, looked up): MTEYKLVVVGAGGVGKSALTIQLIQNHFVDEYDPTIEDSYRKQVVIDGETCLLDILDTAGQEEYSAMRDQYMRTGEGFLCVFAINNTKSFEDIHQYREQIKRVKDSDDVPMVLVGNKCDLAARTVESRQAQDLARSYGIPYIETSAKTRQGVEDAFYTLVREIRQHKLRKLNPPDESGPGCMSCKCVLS
Rab2 wt GTP – changes GTP binding to wildtype dog Rab2A, up or down; GST-Rab2 wt beads, Bodipy-GTP binding, flow cytometry; GTP binding activity, % at 10 µM; 190,000 tested, 0.19% active;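 active = GTP binding activity at least 20 points away from 100%, either lowered or raised; inconclusive = signal likely due to the compound's own green fluorescence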;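 also: 0% = beads with excess unlabeled GTP and 100% = no-compound control corrected for plate trend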
Rac1 act GTP bind – human Rac1 activated mutant GTP binding change; P63000; GST-Rac1 activated beads, fluorescent GTP binding, flow cytometry; actives lie on both sides; 100% means binding = to untreated wells; percent activity (GTP binding), % at 10 µM; 190,000 tested, 0.11% active; AID 764;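 active = GTP binding at least 20 percentage points away from the 100% baseline, in either direction, so actives lie on both sides; inconclusive = Compound likely fluorescent itself, or too few beads counted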
Rac1 wt modul – human Rac1 wildtype GTP binding, inhibitors and activators | P63000 | GST-Rac1 beads, fluorescent GTP binding, flow cytometry; actives lie on both sides; 0 = cold GTP competed, 100 = untreated | GTP binding activity (% of control), % at 10 µM | 190,000 tested, 0.27% active | AID 757;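 active = GTP binding activity at least 20 points away from the 100% control level, either lower or higher; inconclusive = compound flagged as likely green fluorescent, judged across all proteins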
An asterisk follows results filed as active; ? = inconclusive; . = no result given. An unsorted share of the library. About 3% of those tested had a hit in this group.

SMILES	Mcl1-Noxa inh	Cdc42 wt GTP	Avidin fluor	GSH fluor	Rab7 wt GTP bind	Pf gametocyte	Mcl1 Bid PPI	HRas wt GTP bind	Rab2 wt GTP	Rac1 act GTP bind	Rac1 wt modul
Cc1cc(NC(=O)CCCn2cnc([N+](=O)[O-])n2)no1	7	94	9	9	106	-5	-13	96	96	96	100
COc1cc(C)c(Cl)cc1S(=O)(=O)n1cnc(C)c1	29	97	6	40	96	.	6	99	97	99	102
Cc1ccc(NC(=O)CSc2nc(=O)cc(N)n2CCc2ccccc2)cc1	-7	100	9	18	104	13	-21	95	99	92	91
COc1ccc(NC(=O)Nc2ccc(Cc3ccncc3)cc2)c(OC)c1	15	101	11	26	103	-6	-10	100	100	101	103
CCOC(=O)CNC(=O)CSc1nnnn1-c1ccc(C)c(C)c1	-4	99	24	15	96	.	-2	95	98	97	97
COc1ccccc1CN1CCNC(=O)C1CC(=O)NCc1csc(C)n1 (stereo not given)	6	96	7	18	103	-3	-65	98	99	96	97
CCOc1ccc(Br)cc1S(=O)(=O)NCCN(C)C	-3	95	11	12	101	-15	0	99	98	97	99
COc1ccc(CCN=C(N)NS(=O)(=O)c2cccs2)cc1OC	-18	97	7	20	102	-19	6	97	97	99	99
CC1(C)SC(=S)N(/N=C/c2ccc(O)cc2)C1N(O)C(=O)Nc1ccc([N+](=O)[O-])cc1 (stereo not given)	14	97	8	45	97	.	-73	98	97	96	96
CCn1cc(C(=O)NCc2ccco2)c(=O)c2cc(S(=O)(=O)N3CCCC3)ccc21	-2	95	24	8	97	0	-2	94	96	95	95
COc1ccc2c3c(c(=O)oc2c1OCC(N)=O)CCCC3	-3	99	12	17	100	.	-12	99	99	97	97
CCCc1[nH]n(-c2ccc([N+](=O)[O-])cc2)c(=O)c1C=NCCCn1ccnc1	7	97	10	10	104	.	-30	99	98	96	102
Cc1cc(C)cc(NC(=O)COC(=O)c2cc(C)oc2C)c1	12	96	24	26	101	-30	-28	98	100	94	95
CCN(Cc1ccccc1)CC(O)COc1ccccc1 (stereo not given)	15	100	9	41	103	.	20	101	101	100	106
CC1=CC(=C(C#N)c2nc3ccccc3s2)C=C(C)N1c1ccc(F)cc1	4	104	12	10	100	-5	-25	100	100	102	104
CN(C)c1nc(SCCOC(=O)COc2ccc(Cl)cc2Cl)nc(N(C)C)n1	3	103	6	6	98	.	-11	102	99	100	107
Cc1no[n+]([O-])c1COc1ccc(/C=C2\NC(=S)NC2=O)cc1	-2	92	7	20	92	.	-18	93	92	97	98
Cn1nc(-c2ccccc2)c(C(O)c2ccc(Cl)cc2)c1Cl (stereo not given)	2	101	56*	13	97	6	7	98	98	96	96
O=C(Cn1cc([N+](=O)[O-])cn1)Nc1nc2ccccc2s1	5	101	13	33	101	-2	-12	100	102	101	101
O=[N+]([O-])c1ccc(/C=C/C2=NN(c3ccccc3)C(c3ccco3)C2)o1 (stereo not given)	24	107	10	31	113	5	-48	111	112	106	107
CCC(C)(C(=O)NC1CCCCC1)N(Cc1ccco1)C(=O)c1ccccn1 (stereo not given)	4	98	7	44	97	.	13	98	97	99	105
Cc1ccccc1C(=O)N1CCN(c2nc(N3CCOCC3)nc(N3CCOCC3)n2)CC1	12	100	5	11	97	15	-6	98	98	98	101
NC(=O)[C@@H]1CCCN1Cc1nc(Cc2cccc(C(F)(F)F)c2)no1	4	98	3	11	105	-5	-16	99	103	97	101
Cc1ccc2cc(CCNC(=O)c3ccco3)c(=O)[nH]c2c1C	2	102	4	26	98	.	10	99	100	100	106
O=C(Nc1nnc(-c2ccccc2)o1)Nc1ccc(F)cc1F	7	93	8	14	103	24	-13	95	95	94	95
CC(CCO)Nc1nc2c([nH]1)c(=O)n(C)c(=O)n2C (stereo not given)	-3	101	7	14	99	.	-41	98	98	100	102
O=C(Nc1nccs1)c1nc(-c2ccccc2)n(-c2ccccc2)n1	8	97	8	13	101	.	2	100	101	98	103
NCCCn1cnc2ccccc21	-4	102	5	13	112	6	-24	104	104	96	105
N#Cc1nc(Cc2ccccc2)oc1N1CCN(c2cccc(Cl)c2)CC1	4	98	9	10	98	.	-12	98	101	98	90
c1cncc(-c2nc(NCc3ccco3)c3ccccc3n2)c1	51*	100	9	9	99	.	53*	98	99	99	105
O=c1oc2cc(O)c(Cl)cc2c2ccccc12	54*	95	14	10	91	10	-61	96	94	97	94
COc1cc(C)c(CNc2ccc(OC)c(OC)c2)cc1C	30	99	10	21	101	.	-11	101	102	98	97
CCn1cc(C(=O)NCc2ccc3c(c2)OCO3)c2cc(OC)c(OC)cc2c1=O	75*	101	13	29	100	.	39	101	100	99	101
Cn1cc(S(=O)(=O)N2CCC(Cc3ccccc3)CC2)c(=O)n(C)c1=O	-2	108	7	19	103	.	-14	105	103	103	110
COC(=O)N/C(C)=C1/NC(=O)c2ccccc2C(c2ccccc2)N1 (stereo not given)	-9	107	7	8	105	.	-31	105	104	103	106
CCOCCCNC(=O)c1cn(C)c(=O)c2cc(OC)c(OC)cc12	-5	106	13	29	99	.	-44	103	103	101	109
CCNc1cccc2c1C(=O)N(C)C2=O	0	110	12	17	100	.	2	106	102	103	109
COc1cc(NC(=O)c2cccc(C)c2)c(Cl)cc1[N+](=O)[O-]	19	100	5	10	99	.	-27	96	98	99	100
COc1ccc(Cl)cc1-c1nc(SCC(=O)NCCN2C(=O)CSC2=O)n[nH]1	20	102	4	11	98	.	4	100	99	98	105
COc1ccc(CC(=O)OCC(=O)NC(=O)NC23CC4CC(CC(C4)C2)C3)cc1	8	104	5	15	104	28	-15	103	102	100	106
CCOC(=O)CSC1=C(C#N)C(c2ccco2)C(C(=O)Nc2cccc(C(F)(F)F)c2)=C(C)N1 (stereo not given)	.	96	18	38	95	-14	-43	97	95	96	92
CN(C(=S)Nc1ccc(SC(F)F)cc1)c1ccc(O)cc1	9	103	15	16	98	10	-40	99	97	98	103
O=C(O)CCCN1C(=O)/C(=C/c2ccc(-c3nc4ccccc4s3)o2)SC1=S	102*	?	33	10	?	.	53*	?	?	?	?
COc1ccc2nc(Nc3nc(C)c(C(C)=O)s3)sc2c1	-88	98	36	9	100	.	-71	97	97	97	95
CC(=O)N(c1ccccc1)c1c(F)c(F)c(F)c(F)c1F	8	103	11	13	100	7	-13	101	102	101	108
Cc1ccc(-c2csc(N(CCCN(C)C)C(=O)c3ccco3)n2)cc1	5	95	9	9	102	6	-23	98	98	96	99
O=C(COC(=O)c1ccc(F)cc1)Nc1ccccc1N1CCOCC1	-1	101	7	15	90	.	-7	99	98	98	101
COc1ccc(C(=O)N(CC2CCCO2)C(C(=O)NC2CCCC2)c2ccc(C)cc2)cc1OC (stereo not given)	-1	100	10	45	94	-9	-2	98	96	97	100
O=C(COc1cccc2cccnc12)N/N=C1\SCC(=O)N1CCc1ccccc1	-7	95	11	17	96	-17	-13	96	95	96	96
COc1ccc(NC(=O)c2c(Cl)cnn2C)c(C)c1	9	98	3	10	97	-25	-12	96	96	96	98
O=C1CCC(c2ccccc2)N1C(=O)c1cccnc1 (stereo not given)	1	109	22	28	102	.	-6	104	104	101	109
O=C(COC(=O)c1ccc(S(=O)(=O)NCc2ccco2)cc1)NCC1CCCCC1	-3	102	5	13	100	-11	-33	102	101	99	102
Clc1ccc(-c2nnc3cccc(Cl)n23)c(Cl)c1	2	100	9	14	99	.	-5	100	98	99	100
c1ccc(C2C3=C(CCCC3)Nc3ncnn32)cc1 (stereo not given)	18	106	8	16	100	.	-7	104	104	101	107
O=C(CSc1nncn1-c1cccnc1)N1CCOCC1	12	102	6	9	101	-10	-19	100	101	100	101
COc1ccc(-c2nnc(SCC(=O)Nc3cc(S(=O)(=O)N4CCCCC4)ccc3Cl)n2N)cc1	-22	97	8	4	95	.	-21	98	96	95	101
COc1cc(C(=O)NCC(C)C)c([N+](=O)[O-])cc1OC	9	98	6	35	99	.	19	98	100	97	97
CCCS(=O)(=O)N1CCC(C(=O)NCC2CCCO2)CC1 (stereo not given)	-4	104	14	31	103	.	-30	102	100	102	105
O=C(Nc1cnccn1)C1c2ccccc2Oc2ccccc21	14	103	16	36	102	.	-3	101	101	98	104
CCOC(=O)c1sc(NC(=O)CSc2nc(-c3ccco3)cc(C(F)(F)F)n2)c(C(=O)OC)c1C	.	96	10	29	92	28	-4	96	94	95	93
Additional structures:
SMILES	Mcl1-Noxa inh	Cdc42 wt GTP	Avidin fluor	GSH fluor	Rab7 wt GTP bind	Pf gametocyte	Mcl1 Bid PPI	HRas wt GTP bind	Rab2 wt GTP	Rac1 act GTP bind	Rac1 wt modul
O=C(Nc1nccs1)C1CCCN(S(=O)(=O)c2cccnc2)C1 (stereo not given)	12	103	8	20	100	.	-12	102	100	101	111
CC(C)(C)c1ccc(C(=O)N2CCC(=O)N(C(CO)Cc3ccccc3)CC2)cc1 (stereo not given)	-3	103	7	17	102	-38	5	102	102	100	108
CCc1ccc(NC(=O)CSc2ccc(-c3ccco3)nn2)cc1	8	96	28	32	96	22	-22	95	95	97	97
CCC1CCCCN1C(=O)COc1cccc2c1CCN(C)C2=O (stereo not given)	7	99	9	25	97	7	-14	97	96	94	100
CCCNCc1cc(Br)ccc1OCC(=O)NCCc1ccccc1	3	104	11	15	103	11	-8	102	101	98	101
O=C(c1cc2c(=O)n3ccccc3nc2s1)N1CCN(Cc2ccc3c(c2)OCO3)CC1	43	94	18	9	96	-6	-5	97	94	98	95
CC(Nc1ccc(Cl)cc1)c1cc(Cl)ccc1O (stereo not given)	7	105	23	19	97	-10	-3	105	100	101	108
COc1ccc(C/C(C)=N/NC(=S)Nc2ccc(C(C)C)cc2)cc1	-47	101	8	12	99	0	-40	100	99	102	104
CN(C)S(=O)(=O)c1ccc(NC(=O)c2ccccn2)cc1	10	106	8	17	104	-2	6	106	103	101	109
COc1cccc(N(CC(=O)Nc2cccnc2)S(C)(=O)=O)c1	8	97	19	11	98	-10	-16	95	97	96	97
CC(C)(C)NC(=O)CSc1nccn1Cc1ccccc1	13	77*	14	39	90	.	-36	86	85	82	75*
CC(=O)NNC(=O)CC(=O)Nc1nc(C23CC4CC(CC(C4)C2)C3)cs1	11	98	9	14	99	16	2	100	98	99	101

Taken from above:
In Rab2 wt GTP, CC(=O)NNC(=O)CC(=O)Nc1nc(C23CC4CC(CC(C4)C2)C3)cs1 has 98
In Cdc42 wt GTP, O=C(Nc1cnccn1)C1c2ccccc2Oc2ccccc21 has 103

Screening results as filed in PubChem BioAssay.
